HIV peptide binding: cell-free HIV fusion peptide-binding blockers – biochemical, uHTS, fluorescence dequenching, primary screen (AID 1986). inhibition, % at 20 µM; hits with a dose series show IC50 in µM. cell-free peptide binding, fluorescence dequenching, 30 min; higher % means a stronger effect. 290,000 tested, 0.3% active; in the data active = inhibition mostly above about 52%, no sharp cut-off; inactive = mostly below about 76%; also: some results filed as inactive read as strong as hits
GPR55 LPI antagonism: inhibition of LPI-stimulated GPR55 beta-arrestin translocation – imaging, U2OS, beta-arrestin-GFP, LPI agonist, primary screen (AID 2013); U2OS GPR55 beta-arrestin-GFP translocation imaging, LPI antagonism; higher % means a stronger effect; inhibition, % at 10 µM, or IC50 in µM where a hit was titrated; 290,000 tested, 0.13% active;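 active = spots per cell inhibited over 60%, with over 100 cells counted and total cytoplasm intensity under 500,000; inconclusive = wells with under 100 cells, flagged as likely toxic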;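 also: U2OS cells stably carrying GPR55 and arrestin-GFP stimulated by 5 µM LPI near EC80; imaged beta-arrestin-GFP aggregate spots per cell after agonist stimulation; plate controls were LPI-stimulated DMSO wells for no effect and DMSO wells without LPI for full effect; some results filed as inactive read as strong as hits; confirmed hits need IC50 under 10 µM and bright autofluorescent wells are also inconclusive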
UTI89 phage lysis: inhibition of K1F phage lysis, E. coli UTI89, bacterial capsule biogenesis inhibitors, alamar blue (AID 488966). inhibition, % at 100 µM, or IC50 in µM where a hit was titrated. 340,000 tested, 0.02% active. E. coli UTI89 K1F phage lysis, alamar blue, 2 h; higher % means a stronger effect;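 active = phage lysis inhibition, versus mean bacterial control, above a set limit; inconclusive = no clear call, values can overlap the other calls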;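 also: capsule biogenesis inhibitors block K1F phage lysis so surviving cells raise fluorescence; higher fluorescence means more inhibition of phage lysis; actives were called in the ten point dose series up to 300 µM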
PhoP inhibition: inhibitors of PhoP regulon expression, primary screen, Salmonella Typhimurium, GFP reporter (AID 1863); S. Typhimurium PhoP-regulated promoter GFP reporter, 4 h; higher % means a stronger effect; 300,000 tested, 0.16% active; inhibition, % at 50 µM; hits with a dose series show IC50 in µM;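 active = inhibition over 29.93%, a cutoff 3 SD above the screen mean, later confirmed by dose response; inconclusive = inhibition over 29.93% but no dose response follow-up; inactive = inhibition at most 29.93% or unconfirmed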;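 also: 0% = low Mg2+ inducing control and 100% = high Mg2+ repressing control; strong numbers were not always called active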
RSV antiviral HEp-2: RSV antiviral activity via CPE protection, HEp-2 cells, primary 10 µM value included (AID 2391) | HEp-2 cells, RSV-induced CPE inhibition; higher % means a stronger effect | CPE inhibition, % at 10 µM, or IC50 in µM where a hit was titrated | 310,000 tested, 0.13% active; in the data active = a potency from the dose series; inconclusive = CPE inhibition mostly from about 23% at the one dose, without a potency; inactive = the rest, 99 in 100 with CPE inhibition below about 21%; also: strong numbers were not always called active
SV40 large T antigen: SV40 large T antigen inhibitors, biochemical (AID 1903); SV40 large T antigen ATPase/helicase inhibition assay; higher % means a stronger effect; inhibition, % at 20 µM, or IC50 in µM where a hit was titrated; 310,000 tested, 0.39% active; in the data active = a potency from the dose series; inconclusive = inhibition mostly from about 32% at the one dose, without a potency; inactive = the rest, 99 in 100 with inhibition below about 32%; also: strong numbers were not always called active
GPR35 arrestin U2OS: GPR35 antagonists blocking zaprinast-driven arrestin recruitment, primary screen, imaging, U2OS, beta-arrestin-GFP, zaprinast agonist (AID 2058) | U2OS GPR35 beta-arrestin-GFP translocation imaging, zaprinast antagonism; higher % means a stronger effect | inhibition, % at 10 µM, or IC50 in µM where a hit was titrated | 290,000 tested, 0.052% active;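 active = inhibition of at least 50% with at least 30 cells and total cytoplasm GFP at most 10,000,000; inconclusive = under 30 cells or total GFP of 10,000,000 plus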
Dengue-2 NS5 capping: Dengue-2 NS5 methyltransferase inhibitors, primary screen, biochemical, confirmation dose response (AID 588689) | 340,000 tested, 0.3% active | one-dose inhibition, % at 25 µM; IC50 in µM for titrated hits | Dengue-2 NS5 methyltransferase capping enzyme assay, biochemical; higher % means a stronger effect; in the data active = a potency from the dose series; inconclusive = inhibition above about 29% without an active follow-up result
MgcRacGAP inhibition: MgcRacGAP GTPase-activating activity inhibitors, confirmation, biochemical, ADP Hunter fluorescence; 340,000 tested, 0.6% active; MgcRacGAP-stimulated Rac1 GTP hydrolysis, ADP Hunter fluorescence; higher % means a stronger effect; GST-tagged Rac1 F28L mutant substrate; inhibition, % at 30 µM; hits with a dose series show IC50 in µM; AID 624330;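 active = first-screen hits whose inhibition reached a set limit at any dose in the follow-up dose series; inconclusive = inhibition above the set first-screen limit but never retested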;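 also: fluorescence reports GDP produced by GAP-driven GTP hydrolysis; strong numbers were not always called active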
Dengue-2 NS5 capping pilot replicate: second read-out of Dengue-2 NS5 capping, no call of its own (marks repeat the call); inhibition, %; measured here: pilot screen replicate inhibition
* marks the source's active call; other numbers are inactive results; ? = inconclusive; . = not tested or not shown; [ ] = remark or other dose.

SMILES	HIV peptide binding	GPR55 LPI antagonism	UTI89 phage lysis	PhoP inhibition	RSV antiviral HEp-2	SV40 large T antigen	GPR35 arrestin U2OS	Dengue-2 NS5 capping	MgcRacGAP inhibition	others
Cn1c(=O)n(C)c2cc(NC(=O)CSc3ccccc3)ccc21	-0.7%	1.3%	0.5%[50 µM]	-0.7%	1.0%	8.8%	-12.0%	-5.3%	6.1%
N#Cc1ccc(OCC(=O)Nc2cc(S(=O)(=O)N3CCCCC3)ccc2N2CCCCC2)cc1	1.6%	-3.2%	2.4%	-0.1%	6.8%	-1.2%	-4.4%	-0.4%	5.2%
COC(=O)c1nc(NC(=O)c2ccc(Br)cc2)n[nH]1	1.1%	0.2%	3.4%[50 µM]	-13.8%	0.5%	1.3%	-4.7%	-16.6%	1.0%
COCC(C)n1c(SCC(=O)Nc2nccs2)nc2ccccc2c1=O (centres undefined)	.	.	5.4%	.	-0.6%	.	.	4.3%	4.7%
CCc1ccccc1N1C(=O)c2ccccc2S1(=O)=O	-0.4%	5.9%	3.1%	-4.2%	0.5%	-2.3%	11.4%	-3.6%	-0.7%
CSCCC(NC(=O)c1ccco1)C(=O)NCC1CCCO1 (centres undefined)	.	.	-0.1%[50 µM]	.	1.8%	.	.	-3.1%	0.2%
Cc1ccc(S(=O)(=O)CCSc2n[nH]c(=O)n2-c2ccccc2)cc1	-1.2%	-1.0%	.	-3.3%	0.2%	6.5%	0.5%	.	.
COC(=O)c1onc(-c2ccccc2)c1C(=O)OC	-2.6%	-1.0%	0.0%	1.7%	0.9%	-2.1%	-17.7%	-0.7%	11.8%
O=Cc1sc(N2CCOCC2)nc1-c1ccccc1	-2.9%	3.1%	.	-1.4%	2.7%	6.4%	-11.5%	.	.
O=C(O/N=C1\CCCCC1c1ccc([N+](=O)[O-])cc1[N+](=O)[O-])c1c(F)cccc1F (centres undefined)	0.9%	18.3%	-0.5%	-0.1%	1.5%	19.2%	-11.8%	30.0%	11.2%
Cc1ccccc1OCC(=O)Nc1ccc2c(c1)C(=O)c1ccccc1C2=O	0.4%	5.6%	0.3%	-10.0%	?	9.6%	-5.1%	?	5.8%
Cc1cc(C)c(OCC(=O)Nc2ccccc2N2CCOCC2)c(C)c1	-2.2%	4.1%	3.7%	12.3%	6.4%	9.8%	-6.2%	1.6%	3.0%
Cc1cc(C(F)(F)F)nc2c(Cl)c(C(C)(C)C)nn12	-0.9%	12.6%	.	-6.0%	.	36.0%	-1.5%	.	.
Cc1ccsc1C=Nc1c(C)n(C)n(-c2ccccc2)c1=O	-2.2%	-8.1%	-3.5%	7.8%	0.8%	4.7%	-4.9%	-4.0%	10.6%
Cn1nnnc1SCC(=O)Nc1cc(C(F)(F)F)ccc1N1CCOCC1	3.0%	9.5%	0.3%	-0.5%	1.8%	-7.4%	2.3%	-5.4%	16.3%
CC(C)N(Cc1nccn1C)C(=O)CC1C(=O)NCCN1Cc1ccc(F)cc1 (centres undefined)	-0.4%	-5.4%	-0.4%	9.0%	-0.2%	2.7%	4.1%	5.0%	8.0%
O=C(O)COCC(=O)N1CCN(C(c2ccccc2)c2ccccc2)CC1	1.3%	-1.5%	-1.7%	-7.8%	1.2%	9.4%	-9.7%	3.9%	-3.2%
CCCNC(=O)Cn1c(=O)cnc2ccccc21	0.8%	-3.1%	-4.1%	0.8%	0.7%	2.1%	12.1%	-1.5%	1.0%
O=C(NCCC(=O)N1CCN(S(=O)(=O)c2ccccc2Cl)CC1)Nc1ccccc1	.	.	0.7%[50 µM]	.	-0.6%	.	.	-13.1%	2.9%
COc1cc2c(cc1OC)/C(=C/C#N)NC(C)(C)C2	3.3%	-6.6%	1.3%	-10.8%	0.2%	15.6%	0.9%	-2.1%	11.5%
CCN(CC(=O)NCc1cccs1)C(=O)c1cc(S(=O)(=O)N2CCCCC2)ccc1Cl	.	.	0.7%[50 µM]	7.8%	1.3%	-1.0%	.	2.2%	8.5%
COc1cccc2cc(CC(=O)c3ccc(C)cc3C)c(=O)oc12	-1.1%	7.0%	-0.2%	-7.7%	1.1%	6.6%	6.4%	-0.3%	4.4%
Cc1occc1C(=O)N1CCCc2ccccc21	-2.3%	1.0%	0.5%	16.4%	1.0%	11.9%	2.1%	0.8%	4.9%
COc1ccc(NC(=O)CCC(=O)N/N=C/c2ccncc2)cc1	0.8%	-1.3%	-0.2%	-1.8%	0.4%	6.4%	10.0%	8.6%	7.3%
O=C(Cc1ccccc1)NCC(=O)Nc1cccc(Br)c1	-0.2%	-10.6%	0.4%	-4.0%	-1.2%	9.6%	-4.5%	-0.8%	-0.5%
CCOC(=O)CCc1c(C)c2ccc(OCC(=O)N(CC)CC)c(C)c2oc1=O	1.4%	3.3%	-1.5%	-0.5%	1.1%	5.2%	4.2%	-9.6%	9.0%
Cc1ccc(S(=O)(=O)c2ccc(Cl)cc2)cc1S(=O)(=O)N1CCN(C)CC1	2.4%	-12.3%	-0.5%	-0.5%	-0.8%	-0.4%	6.5%	-0.8%	3.9%
O=C(CCNC(=O)c1ccc(Br)cc1)NCc1ccccn1	.	.	1.1%[50 µM]	0.9%	-1.2%	19.4%	.	5.0%	9.7%
C=CCn1c(SCC(=O)c2ccc(NS(=O)(=O)c3ccccc3)cc2)nnc1-c1cccs1	3.6%	7.9%	8.4%	-7.0%	5.2%	25.4%	5.4%	6.2%	19.9%
COc1ccccc1C1(O)C(=O)Nc2ccccc21 (centres undefined)	-1.1%	3.4%	0.0%	6.0%	0.9%	0.6%	15.0%	-2.6%	-4.5%
O=C(CN1C(=O)S/C(=C/c2ccc(N3CCOCC3)cc2)C1=O)N1CCOCC1	3.1%	3.6%	0.9%[50 µM]	-20.2%	1.1%	4.8%	-1.1%	-5.3%	11.3%
O=C(NC1(C(F)(F)F)C(=O)Nc2c1c(=O)[nH]c(=O)n2Cc1ccccc1)c1ccco1 (centres undefined)	1.6%	9.4%	0.2%	-6.8%	0.6%	-0.2%	24.2%	4.1%	6.8%	Dengue-2 NS5 capping pilot replicate=0.0
COc1cccc(/C=N/Nc2nc3ccccc3n3cnnc23)c1O	4.9%	12.8%	5.2%	-12.4%	3.6%	0.5%	-7.1%	-12.1%	6.3%
O=C1C(=O)N(CCOCCO)C(c2ccccn2)/C1=C(\O)c1ccccc1 (centres undefined)	-1.2%	-12.7%	0.8%	-7.0%	-0.4%	-1.7%	-0.8%	2.9%	2.5%
CC(=O)Nc1ccc(-c2csc(-c3cccnc3)n2)cc1	1.9%	3.8%	1.1%	2.9%	0.3%	8.8%	4.4%	-10.0%	7.9%
CC12CCC(C(=O)NCc3ccccc3Cl)(OC1=O)C2(C)C (centres undefined)	1.7%	-8.2%	-0.1%	-4.1%	2.5%	13.1%	-0.8%	-2.9%	8.1%
Cn1nc(C(C)(C)C)c(NC(=O)c2ccc(F)cc2)c1C(C)(C)C	-2.6%	1.6%	0.7%	-2.0%	3.0%	4.0%	0.4%	-5.5%	8.6%
C=CCCC(=O)Nc1ccc(COC(=O)N2CCOCC2)cc1	1.4%	-0.8%	4.0%	-7.5%	1.8%	11.2%	-9.8%	-2.0%	5.3%
O=C(NCC1CCCO1)/C(=C/c1ccccc1F)NC(=O)c1ccccc1 (centres undefined)	0.7%	-2.7%	0.0%	-4.0%	1.4%	5.5%	-6.8%	5.8%	1.6%
O=C(NCCCn1ccnc1)/C(=C/c1cccnc1)NC(=O)c1ccco1	1.3%	-2.5%	0.3%	-8.5%	0.5%	21.8%	0.4%	8.4%	10.6%
CNC(=O)CCCCCNS(=O)(=O)c1ccc(C)cc1	0.9%	1.3%	1.1%	3.9%	1.0%	11.1%	-12.2%	4.8%	2.4%
Cc1cc2cc(CN(CCCN3CCOCC3)C(=O)NC3CCCCC3)c(=O)[nH]c2cc1C	1.3%	12.3%	0.0%	-8.7%	-3.0%	10.4%	12.5%	-0.7%	11.2%	Dengue-2 NS5 capping pilot replicate=-1.8
Cn1nc(C(=O)OCC(=O)Nc2cc(Cl)ccc2C#N)c2ccccc2c1=O	.	.	0.5%[50 µM]	.	2.3%	.	.	-12.0%	3.8%
COc1cc2c3nc4n(c(=O)c3n(CC(=O)NCC3CCCO3)c2cc1OC)CCS4 (centres undefined)	-1.6%	-7.0%	-0.1%	0.9%	0.8%	4.2%	4.8%	2.5%	7.8%
CCn1c(SCC(=O)c2ccc(Cl)s2)nnc1-c1cccs1	2.4%	8.9%	0.6%	-3.6%	4.5%	13.6%	12.5%	-6.4%	10.2%
CC(C(N)=O)N1c2cccc3cccc(c23)S1(=O)=O (centres undefined)	-0.4%	-6.2%	-0.7%	-6.1%	0.9%	5.8%	-7.1%	1.4%	-5.1%
O=C(Nc1ccc(Cl)cc1)C1CCC(=O)N1Cc1ccccc1Cl (centres undefined)	-0.6%	2.0%	-0.2%	13.7%	2.8%	-8.0%	14.8%	-4.7%	6.5%
COc1ccc(NC(=O)Nc2cccc3ccccc23)cc1S(N)(=O)=O	-2.5%	6.0%	0.0%	-8.5%	2.3%	5.0%	15.4%	-5.5%	-1.8%

Reprinted at random: four compounds from above, in no set order.
SMILES	HIV peptide binding	GPR55 LPI antagonism	UTI89 phage lysis	PhoP inhibition	RSV antiviral HEp-2	SV40 large T antigen	GPR35 arrestin U2OS	Dengue-2 NS5 capping	MgcRacGAP inhibition	others
C=CCCC(=O)Nc1ccc(COC(=O)N2CCOCC2)cc1	1.4%	-0.8%	4.0%	-7.5%	1.8%	11.2%	-9.8%	-2.0%	5.3%
Cn1nc(C(C)(C)C)c(NC(=O)c2ccc(F)cc2)c1C(C)(C)C	-2.6%	1.6%	0.7%	-2.0%	3.0%	4.0%	0.4%	-5.5%	8.6%
CCn1c(SCC(=O)c2ccc(Cl)s2)nnc1-c1cccs1	2.4%	8.9%	0.6%	-3.6%	4.5%	13.6%	12.5%	-6.4%	10.2%
COc1cc2c3nc4n(c(=O)c3n(CC(=O)NCC3CCCO3)c2cc1OC)CCS4 (centres undefined)	-1.6%	-7.0%	-0.1%	0.9%	0.8%	4.2%	4.8%	2.5%	7.8%

Screening data from PubChem.
